# Runt-SMMHC FRET = blocks binding of human RUNX1 Runt domain to CBFb-SMMHC; Q01196+Q13951; Cerulean-Runt/Venus-CBFb-SMMHC FRET ratio 530/480, 1 h; inhibition, % at 20 µM; actives 0.74% (n = 220,000);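 active means mean inhibition across duplicate retests at 20 µM reaching about 50%, limit read from the data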;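 further: 0% = DMSO wells and 100% = wells with excess untagged CBFb-SMMHC; inhibitors lower the FRET ratio by blocking Runt binding to CBFb-SMMHC; some results filed as inactive read as strong as hits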
# Target sequence (Q01196 whole entry, looked up, the tested form may be a part): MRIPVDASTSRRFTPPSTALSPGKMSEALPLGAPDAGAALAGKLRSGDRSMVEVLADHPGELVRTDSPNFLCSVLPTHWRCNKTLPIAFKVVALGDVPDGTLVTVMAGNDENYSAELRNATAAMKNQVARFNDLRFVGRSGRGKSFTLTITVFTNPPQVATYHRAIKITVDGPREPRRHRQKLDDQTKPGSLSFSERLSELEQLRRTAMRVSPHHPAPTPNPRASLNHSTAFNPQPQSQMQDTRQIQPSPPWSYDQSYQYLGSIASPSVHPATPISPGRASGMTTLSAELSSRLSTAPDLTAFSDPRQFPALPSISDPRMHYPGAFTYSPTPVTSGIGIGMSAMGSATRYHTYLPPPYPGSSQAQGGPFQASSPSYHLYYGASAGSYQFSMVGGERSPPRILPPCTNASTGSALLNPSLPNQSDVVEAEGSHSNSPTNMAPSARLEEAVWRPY
# Target sequence (Q13951 whole entry, looked up, the tested form may be a part): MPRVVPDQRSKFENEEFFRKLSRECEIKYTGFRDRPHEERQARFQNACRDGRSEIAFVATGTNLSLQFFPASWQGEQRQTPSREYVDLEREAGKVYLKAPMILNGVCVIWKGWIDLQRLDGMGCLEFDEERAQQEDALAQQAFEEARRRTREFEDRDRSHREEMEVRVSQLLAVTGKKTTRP
# MDM2 E3 inh = blocks human Mdm2 ubiquitin ligase activity | Q00987 | cell-based MDM2 ubiquitination luciferase reporter, 2 h; 0 = plate control, 100 = twice control, blank-subtracted | signal enhancement, % at 5 µM | actives 0.11% (n = 210,000);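 active means signal enhancement of 30% or more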;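 further: luminescence tracks abundance of the self-degrading MDM2-luciferase fusion protein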
#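 Test system: stable mammalian line carrying autodegrading MDM2–luciferase fusion reporter; quantity: 2000 cells in each well; times: 4 h cell settling then 2 h compound exposure, 37 °C; detection: luminescence with SteadyLite reagent, 15 min at room temperature; evaluation: percent signal gain over controls, blank-subtracted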
# CHOP inh = blocks CHOP induction under ER stress; CHO-K1 CHOP-promoter luciferase, tunicamycin-induced, 15-18 h; inhibition, % at 10 µM; actives 3.8% (n = 220,000); AID 2732;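 active means compounds that reduced the stress-induced luciferase reporter signal by more than about 70% of percent inhibition, limit read from the data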;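 further: 0% = tunicamycin plus vehicle and 100% = wells without tunicamycin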
# zfTRPN1 agonist = activates the zebrafish TRPN1 channel; HEK293 zebrafish TRPN1-YFP, Fluo-8 calcium fluorescence; 100% = response to 87 µM carbachol; activation, % at 3 µM; actives 0.18% (n = 220,000); AID 1424;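 active means activation above its plate's cutoff, the mean activation of test wells on that plate plus 3 SD, cut at about 19% in these data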;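 further: 0% = DMSO alone and 100% = 87 µM carbachol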
#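 Control set: carbachol 87 µM as high control, DMSO as low control; system: HEK293 stable line with zebrafish TRPN1-YFP; read-out: % activation versus carbachol response; detection: intracellular calcium fluorescence with Fluo-8; doses: single test compound dose, 3 µM nominal, 0.3% DMSO; schedule: dye 1 h 37 °C plus 30 min RT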
# EBV gp42 inh = EBV gp42 inhibition. inhibition, % (tested at 21.74 µM). actives 0.42% (n = 220,000). Q1HVG2. AID 1085. Fluorescence polarization binding assay, mP read-out; in the data active means inhibition above about 50%
# TRPML3 ag = activates the human TRPML3 channel; Q8TDD5; HEK293 TRPML3-YFP, Fluo-8 calcium fluorescence; 100% = the carbachol control signal; activation, % at 3 µM; actives 0.29% (n = 220,000); AID 1448;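 active means activation above its plate's cutoff, the mean activation of the plate's test wells plus 3 SD, cut at about 12% in these data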;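 further: 0% = DMSO only wells and 100% = carbachol wells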
#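 Material: HEK293 cells stably carrying human TRPML3-YFP; compound dosing: single dose, 3 µM final nominal compound, 0.3% DMSO final; incubation: 1-h 37 °C dye load, 5-s basal, 120-s post-compound reads; technique: Fluo-8 intracellular calcium fluorescence, excitation 470-495 nm, emission 515-575 nm; read-out basis: percent activation from peak-to-basal fluorescence ratio, scaled between DMSO and carbachol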
# PPC-1+TRAIL kill = compounds killing PPC-1 cancer cells with TRAIL present (potentiator screen, no TRAIL-free arm). PPC-1 cells + TRAIL, ATPLite viability luminescence. cell killing (% activity), % at 4 µM. actives 0.41% (n = 220,000);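 active means cell killing above 50% in the first pass at 4 µM, then a duplicate retest at 5 µM averaging 50% or more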;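 further: plate controls were cells with TRAIL plus DMSO for no effect and medium-only wells lacking cells for full effect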
# TNF death inh = blocks TNF-alpha induced death of Jurkat FADD-/- cells; Jurkat FADD-/- TNF necroptosis rescue, ATP luminescence, 24 h; 0 = TNF only, 100 = no-TNF cells; activation (protection from cell death), % at 10 µM; actives 0.068% (n = 220,000); AID 463075;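 active means activation, meaning protection from cell death, of at least 50% relative to plate controls; inactive means activation below 50%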;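 further: necroptosis triggered by 40 ng/mL TNF-alpha added together with compound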
# p47phox inh = p47phox (human) inhibition; p47phox/p22phox peptide binding, fluorescence polarization, 2 h; inhibition, % at 24.7 µM; actives 0.53% (n = 220,000); AID 1274;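 active means inhibition above about 30%, limit read from the data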;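 further: 0% = p47phox with labelled peptide and 100% = labelled peptide alone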
# Target sequence (P14598 whole entry, looked up): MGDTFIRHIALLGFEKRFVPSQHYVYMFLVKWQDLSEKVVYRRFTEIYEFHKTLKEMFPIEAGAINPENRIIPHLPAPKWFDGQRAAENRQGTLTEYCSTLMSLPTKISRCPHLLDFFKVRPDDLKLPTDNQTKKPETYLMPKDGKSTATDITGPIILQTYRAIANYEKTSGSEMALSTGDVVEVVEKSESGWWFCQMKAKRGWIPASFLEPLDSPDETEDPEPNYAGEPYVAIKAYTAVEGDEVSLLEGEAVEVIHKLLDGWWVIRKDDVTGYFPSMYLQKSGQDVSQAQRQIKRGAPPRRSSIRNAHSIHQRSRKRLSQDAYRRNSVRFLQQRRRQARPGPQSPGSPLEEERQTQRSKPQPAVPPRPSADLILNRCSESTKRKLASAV
# * hit, by the source's call; . = no result given; [ ] = dose if it differs, or a comment.
SMILES,Runt-SMMHC FRET,MDM2 E3 inh,CHOP inh,zfTRPN1 agonist,EBV gp42 inh,TRPML3 ag,PPC-1+TRAIL kill,TNF death inh,p47phox inh
CC(C)C(c1nnnn1C1CCCCC1)N1CCN(c2ncccn2)CC1 (centres undefined),0.5,-7.4,-31.0,-1.1,-8.0,1.2,-19.9,4.3,-6.3
COC(=O)c1ccc(NC(=O)COc2ccccc2OC)cc1,-2.7,-10.6,-17.9,1.6,-8.4,0.8,-6.3,-2.2,-15.2
CCc1ccc(NS(=O)(=O)c2cccc3nonc23)cc1,0.1,-14.1,7.1,-0.1,-2.9,-0.2,6.3,21.6,-11.1
CN(C)S(=O)(=O)c1ccc(NC(=O)c2ccncc2)cc1,3.4,-6.2,-14.1,1.1,-20.2,0.1,12.9,0.4,-1.7
Cc1nc(NC(=O)c2ccccc2)sc1-c1csc(Nc2ccc(Cl)cc2)n1,13.9,8.5,0.4,-0.3,6.2,3.3,14.6,-3.8,-21.6
O=c1nc(N2CCCCCC2)nc(N2CCCCCC2)[nH]1,0.4,6.6,27.8,-0.2,-30.3,0.1,-7.0,-1.2,-2.6
Cc1cc(C)n(-c2nc(NCCCO)c3c4c(sc3n2)CCCC4)n1,1.7,-14.6,-114.0,-0.8,10.8,-0.6,10.1,-2.3,3.4
CN1C(=S)SC(N(O)C=C2C=CC(=O)C=C2)C1(C)C (centres undefined),1.5,.,-3.4,-0.2,-8.9,0.5,11.2,1.2,8.1
Cc1nc2ccc(NC(=O)N3CCSCC3)cc2s1,2.1,-11.0,-25.3,0.9,-8.8,0.6,9.2,0.9,0.3
Cc1ccc2cc(C(c3nnnn3C3CCCC3)N3CCN(c4ccccc4)CC3)c(=O)[nH]c2c1 (centres undefined),13.3,-3.6,40.4,-0.6,-0.6,-0.3,30.0,0.9,-15.2
COc1ccc(C(=O)OCC(=O)c2ccc(C3CCCCC3)cc2)cc1,-1.9,0.5,40.0,0.9,1.3,0.1,1.4,-12.4,-5.2
O=C(N1CCCCCC1)n1c(Cc2ccccc2)nc2ccccc21,1.5,-3.1,1.7,-0.2,-20.4,0.7,-2.4,-1.4,1.8
CCOC(=O)C1CCN(C(=O)Cc2ccc(OC)c(OC)c2)CC1,13.2,-10.7,-19.7,0.4,-20.0,0.7,-19.5,-1.4,7.2
CS(=O)(=O)Nc1cccc(C2=NN(S(C)(=O)=O)C(c3ccccc3)C2)c1 (centres undefined),-3.8,-0.9,3.9,0.5,-13.4,1.1,6.0,0.5,-184.4
CC(=O)Nc1ccc(S(=O)(=O)NC2(C(F)(F)F)C(=O)Nc3c2c(=O)n(C)c(=O)n3C)cc1 (centres undefined),-3.6,-10.5,11.7,0.2,-7.8,0.7,2.0[5 µM],0.5,-9.3
COc1cccc(COCC(O)Cn2cnc3cc(C)c(C)cc32)c1 (centres undefined),1.2,-2.0,12.7,0.8,11.6,0.3,22.5,-1.4,2.8
COC(=O)c1ccc(NC(=S)NN2CCOCC2)cc1,-2.1,-7.6,21.6,0.8,-1.0,-0.5,2.0,0.2,-6.8
CC1CN(C(=O)Nc2cccc(Cl)c2)C2(CCCCCC2)O1 (centres undefined),3.7,-17.0,42.9,0.0,-2.2,0.4,-6.6,5.2,-1.8
N#Cc1c(C(F)(F)F)cc(-c2ccccc2Cl)[nH]c1=O,6.2,-20.6,46.2,-0.4,-6.2,0.2,-2.9,-2.1,-10.5
CCC(=O)N(C1=C(NC)C(=O)c2ccccc2C1=O)C(C)C,-2.7,-9.0,16.8,-0.5,-1.5,0.0,49.9,-10.0,4.6
COc1ccccc1Nc1nc2ccccc2n2cnnc12,1.2,-16.1,30.8,1.6,-41.9,0.4,3.5,-6.1,-2.8
COc1cc2nc(COc3ccccc3[N+](=O)[O-])oc(=O)c2cc1OC,3.0,-2.2,11.1,-0.6,-1.5,1.3,6.0,0.2,-4.7
CCC(O)(CC)C(=O)NN(C(=O)Nc1csc2c1CCCC2)c1ccccc1,-1.8,7.3,-15.5,-0.6,20.7,0.3,7.8,-0.1,-2.0
Cc1cc(C(N)=O)c2cc(Br)ccc2n1,2.3,-21.5,-5.3,-0.1,-22.2,0.1,12.0,-1.8,-10.5
COc1ccc(NS(=O)(=O)c2cc(NC(=O)/C=C/c3cc(OC)c(OC)c(OC)c3)ccc2N2CCCCC2)cc1,-1.1,-7.1,4.3,-0.6,-3.4,0.8,-11.7,3.4,-21.1
SMILES,Runt-SMMHC FRET,MDM2 E3 inh,CHOP inh,zfTRPN1 agonist,EBV gp42 inh,TRPML3 ag,PPC-1+TRAIL kill,TNF death inh,p47phox inh
CC(NC(=O)c1ccccc1)C(=O)N/N=C/c1ccc(O)cc1 (centres undefined),4.2,-4.7,8.5,-0.3,-10.1,0.0,10.3,-0.8,-0.3
O=C(Nc1nnc(-c2ccncc2)o1)c1ccccc1F,0.4,-9.7,15.2,0.9,-12.2,0.5,2.9,1.6,-1.1
O=C(Nc1ccccc1N1CCCC1)c1cccc(-c2cc3ccccc3oc2=O)c1,-60.3,-6.3,-12.3,-1.2,-7.4,-0.3,29.7,0.4,-26.5
Cc1ccc(S(=O)(=O)NCC(C)NS(=O)(=O)c2ccc(C)cc2)cc1 (centres undefined),0.1,-2.5,57.5,0.6,-22.9,-0.4,9.6,-2.7,-16.4
CCCCNC(=O)Cc1c(O)c2ccccc2[nH]c1=O,0.5,-23.9,24.1,-1.0,-13.9,0.2,1.1,-1.0,-3.1
CC(=O)NC1CC2CCC(C1)N2Cc1ccc(C)cc1 (centres undefined),-2.8,-11.1,13.3,0.1,-13.8,0.5,4.1,-1.5,-6.9
Cc1c(N=C2C=CC(=O)c3ccccc32)c(=O)n(-c2ccccc2)n1C,4.4,-9.4,-323.1,0.5,1.2,-1.2,25.3,-11.8,-3.0
COc1ccc(N(CC(=O)NCc2cccs2)S(=O)(=O)c2c(C)n[nH]c2C)cc1,-1.7,-18.5,16.8,-0.4,1.9,0.0,-12.3,-0.5,4.4
Cc1cccc(NC(=S)NCCN2CCOCC2)c1,0.0,-9.4,4.5,2.9,-5.6,1.2,13.3,0.3,-7.6
O=C(Cc1ccc([N+](=O)[O-])cc1)NCc1ccc2c(c1)OCO2,2.1,1.3,13.8,-1.2,-10.9,0.7,18.3,0.9,-22.0
O=C(CN1CCN(c2ccc(Cl)cc2)CC1)Nc1ccc(F)cc1,-5.4,14.4,20.3,1.6,-2.3,2.9,1.5,0.4,-6.5
CC(C)(C)C(=O)Nc1ccc(-c2nc3ccccc3c(=O)o2)cc1,-0.1,-44.8,105.3*,0.7,-19.2,0.2,41.1,-0.3,-0.2
OCCNC1=NCCN1,7.0,-13.1,-6.1,0.0,-44.2,0.2,22.2,-0.4,-6.6
COc1ccc(OC)c(NC(=O)CN(Cc2ccccc2)S(C)(=O)=O)c1,-4.2,-4.3,-7.1,-0.1,0.1,-0.2,13.5,0.9,0.1
COC(=O)Nc1nnc(-c2ccccc2Cl)s1,3.1,-5.7,-6.4,2.1,9.4,0.1,26.8,-1.6,-14.3
Cc1ccc(OCCCN2CCCC2)c(C)c1,-1.9,-17.3,16.8,-0.6,11.9,0.8,-6.7,1.4,-7.7
COC(=O)c1cc(NC(=O)C2COc3ccccc3O2)ccc1Cl (centres undefined),-1.9,8.5,27.0,-1.1,-8.8,0.3,11.0,0.3,-14.5
CCOCCOC(=O)C(C)Oc1ccc(Oc2nc(Cl)ccc2Cl)cc1 (centres undefined),0.1,-17.2,62.2,-0.6,-0.7,0.1,6.6,1.2,-1.8
CC(C)OCCCNC(=O)NC(=O)c1ccc(Cl)cc1,0.3,16.7,6.2,0.6,-16.9,1.3,5.4,1.6,1.2
COC(=O)c1cn(CCOc2ccccc2)c2ccccc12,-4.0,4.7,52.1,-0.9,-3.4,-0.7,17.7,3.6,-7.4
Cc1ccc(C(=O)N(c2c(C)n(C)n(-c3ccccc3)c2=O)C(C)C)cc1,1.6,-13.7,14.9,-1.3,-6.7,1.1,-15.1,0.8,-8.3
Cc1ccc(C(C)C)c(OCc2ccc(-c3nnco3)cc2)c1,-10.5,-11.1,51.9,-0.4,11.8,0.1,14.6,1.1,-13.2
CCC(CCC(=O)NNC(=O)Cc1ccc([N+](=O)[O-])cc1)C(=O)O (centres undefined),0.8,-7.3,6.2,-0.2,2.5,-0.1,3.4,1.1,-1.9
O=C(CCn1c(=S)[nH]c2ccccc2c1=O)NCC1CCCO1 (centres undefined),-1.8,-5.1,39.5,0.2,-17.4,0.8,-5.6,0.5,-3.1
Cc1c(C(=O)NCc2cccs2)oc2ccc(S(=O)(=O)N3CCOCC3)cc12,0.1,-13.0,14.1,6.0,-4.0,0.2,27.3,3.3,-10.4
SMILES,Runt-SMMHC FRET,MDM2 E3 inh,CHOP inh,zfTRPN1 agonist,EBV gp42 inh,TRPML3 ag,PPC-1+TRAIL kill,TNF death inh,p47phox inh
NC(=O)c1ccc(NC(=O)COC(=O)CCC(=O)c2ccc(Cl)cc2)cc1,1.5,-2.1,7.2,0.9,-9.4,1.1,3.9,0.5,8.2
COc1ccc(NC(=O)c2cc3c(s2)CCC3)cc1S(=O)(=O)N1CCOCC1,-0.4,-1.7,24.5,2.7,-12.2,0.8,4.8,-5.3,-8.3
COC(=O)/C(C#N)=C\c1c(OC)[nH]c2ccccc12,3.8,-4.1,23.2,8.5,-13.6,4.2,-6.0,-1.5,-42.0
CCOC(=O)c1c(N)sc(N)c1C(=O)OCC,16.5,-10.5,-26.3,0.3,-28.2,0.6,-13.9,-4.1,-7.0
Nc1nc2c(Cl)cc(Cl)cc2s1,-0.3,-10.9,-4.3,-0.9,11.1,0.7,-16.7,-1.4,-3.4
CC(C)COc1cccc(C(=O)Nc2ccc(S(=O)(=O)N3CCOCC3)cc2)c1,-2.6,1.6,80.5*,-1.6,-7.3,-0.9,13.7,3.2,-17.8
C=CCc1ccccc1OCC(O)CN1CCN(c2ccccc2OC)CC1 (centres undefined),0.9,0.8,6.6,1.2,-1.3,0.3,12.8,4.6,15.6

# Entries above that contain a nitro group on carbon, in the order listed:
SMILES,Runt-SMMHC FRET,MDM2 E3 inh,CHOP inh,zfTRPN1 agonist,EBV gp42 inh,TRPML3 ag,PPC-1+TRAIL kill,TNF death inh,p47phox inh
COc1cc2nc(COc3ccccc3[N+](=O)[O-])oc(=O)c2cc1OC,3.0,-2.2,11.1,-0.6,-1.5,1.3,6.0,0.2,-4.7
O=C(Cc1ccc([N+](=O)[O-])cc1)NCc1ccc2c(c1)OCO2,2.1,1.3,13.8,-1.2,-10.9,0.7,18.3,0.9,-22.0
CCC(CCC(=O)NNC(=O)Cc1ccc([N+](=O)[O-])cc1)C(=O)O (centres undefined),0.8,-7.3,6.2,-0.2,2.5,-0.1,3.4,1.1,-1.9

# Compound activity deposited in PubChem BioAssay by several laboratories.
